SKKanGAS inh = inhibitors of SKKanGAS S. pyogenes growth in kanamycin (SK-promoter or general growth effect); inhibition, % at 7.5 µM; BacTiter-Glo, 6 h; AID 1662; 1.3% of 300,000 active;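 active means mean replicate score, as percent of positive control median, at least 50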;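 further: strain carries kanamycin resistance gene driven by streptokinase promoter and grows in 40 µg/ml kanamycin; loss of luminescence reflects streptokinase promoter inhibition or plain growth inhibition; 0% = median of DMSO wells and 100% = positive control at its reference dose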
MrgX1 antag = antagonists of human MrgX1 receptor; B-score at 10 µM; 1.3% of 310,000 active; MRGX1-HEK293 calcium flux, Fluo-4, BAM8-22 antagonism; stronger effect = lower value; AID 588676;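 active means calcium-response B-score plate-corrected more than 3 library SD below zero, starting fluorescence within 5 deviations, no agonist response on first addition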;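 further: peak minus trough fluorescence over baseline after final BAM8-22 challenge near maximal dose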
MrgX1 PAM = allosterically activates human MrgX1 receptor signaling | Q96LB2 | MrgX1-HEK293, Fluo-4 calcium flux, FDSS; stronger effect = higher value | B-score at 10 µM | 0.63% of 310,000 active | AID 588675;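 active means plate-corrected calcium response at least 3 library SD above typical, normal starting fluorescence, not activating the receptor alone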;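 further: compound read alongside a low EC10 to EC30 dose of BAM8-22 agonist; peak minus trough fluorescence over baseline measured at the second addition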
HDAC3 inhib = blocks human histone deacetylase 3; O15379; recombinant HDAC3, fluorogenic peptide/trypsin coupled, fluorescence; inhibition, % at 8.3 µM; 0.15% of 320,000 active; in the data active means inhibition above about 26%, passing the limit was not always enough
TRPC6 inhibitor = mouse TRPC6 channel inhibition; AID 2553; B-score at 10 µM; 1.1% of 310,000 active; Q61143; HEK293-TRPC6, membrane potential dye, ACh-evoked depolarization; stronger effect = lower value;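 active means B-score under library mean minus 3 SD, initial fluorescence not abnormally high, positive integrated signal ratio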;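 further: B-score derived from integrated fluorescence ratio over the kinetic read; more negative B-score means stronger inhibition of depolarization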
RGS4 pot = potentiators or activators of RGS4; B-score at 10 µM; HEK293 M3R/inducible RGS4, carbachol calcium flux Fluo4; stronger effect = lower value; 0.92% of 310,000 active;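 active means B-score of the integrated calcium signal more than 4 SD below the library mean, with starting fluorescence not abnormally high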;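 further: negative B-score means reduced calcium response which marks RGS4 activation or potentiation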
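test system = M3R-expressing HEK293 line, RGS4 induced by doxycycline | probe or stimulus = carbachol at ECmax as muscarinic agonist stimulus | timing = dye loading 30 min 37 °C, buffer rest 30 min RT | signal = calcium dye Fluo4 fluorescence | evaluation = B score from integrated fluorescence ratio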
RGS4 inh = inhibitors of human RGS4; 0.45% of 310,000 active; HEK293 M3R/RGS4 inducible, Fluo-4 calcium flux; stronger effect = higher value; triggered by carbachol at its EC20; B-score at 10 µM; P49798;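 active means B-score, a plate-corrected calcium signal, over three deviations above library mean, with baseline fluorescence within five deviations of library mean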;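 further: RGS4 expression induced by doxycycline in cells with stable M3 receptor; B-score is computed from the integrated fluorescence ratio over baseline after carbachol; higher B-score means a larger calcium signal and so more RGS4 inhibition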
TMEM16A inh = mouse TMEM16A channel inhibition, primary screen | HEK293 TMEM16A/YFP iodide influx fluorescence, ionomycin | Q8BHY3 | 1.2% of 310,000 active | normalized B-score (activity score, 25-100; higher = stronger inhibition) at 10 µM | AID 588511;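 active means ratio plate-corrected score three or more library SD toward inhibition, starting fluorescence score within five deviations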;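 further: score derived from kinetic fluorescence span divided by baseline fluorescence per well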
Target sequence (Q8BHY3 whole entry, looked up): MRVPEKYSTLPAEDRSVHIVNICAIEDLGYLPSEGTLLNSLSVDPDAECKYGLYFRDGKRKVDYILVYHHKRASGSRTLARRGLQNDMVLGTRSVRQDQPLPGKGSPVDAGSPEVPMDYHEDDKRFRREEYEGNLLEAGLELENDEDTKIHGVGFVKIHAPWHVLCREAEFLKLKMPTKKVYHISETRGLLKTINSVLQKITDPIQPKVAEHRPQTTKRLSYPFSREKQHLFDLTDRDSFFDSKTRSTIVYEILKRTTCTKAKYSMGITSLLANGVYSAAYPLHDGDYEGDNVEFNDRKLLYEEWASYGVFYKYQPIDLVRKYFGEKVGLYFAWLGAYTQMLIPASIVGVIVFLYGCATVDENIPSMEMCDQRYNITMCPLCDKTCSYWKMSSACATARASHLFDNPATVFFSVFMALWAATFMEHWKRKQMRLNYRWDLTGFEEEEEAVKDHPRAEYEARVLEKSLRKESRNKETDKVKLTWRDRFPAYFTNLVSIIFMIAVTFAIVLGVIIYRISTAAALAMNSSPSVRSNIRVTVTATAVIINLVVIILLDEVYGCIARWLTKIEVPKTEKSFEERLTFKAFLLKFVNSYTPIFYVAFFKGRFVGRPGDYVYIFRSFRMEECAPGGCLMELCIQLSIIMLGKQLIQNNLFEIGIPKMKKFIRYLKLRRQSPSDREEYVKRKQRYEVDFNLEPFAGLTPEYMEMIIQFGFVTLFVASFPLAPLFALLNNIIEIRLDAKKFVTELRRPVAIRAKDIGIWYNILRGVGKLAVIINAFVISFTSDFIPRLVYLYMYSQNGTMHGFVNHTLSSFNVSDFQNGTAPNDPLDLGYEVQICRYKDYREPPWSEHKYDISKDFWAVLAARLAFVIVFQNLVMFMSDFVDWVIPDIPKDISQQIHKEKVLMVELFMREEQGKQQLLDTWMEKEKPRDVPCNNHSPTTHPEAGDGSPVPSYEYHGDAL
ANO1 activ = activates or potentiates the mouse TMEM16A chloride channel; Q8BHY3; HEK293 TMEM16A/YFP-H148Q/I152L, iodide quench fluorescence; stronger effect = lower value; B-score at 10 µM; 0.3% of 340,000 active; AID 623877;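 active means fluorescence-ratio B-score plate-corrected deviation score at least 3 library SD below zero, with starting fluorescence score within 5 deviations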;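 further: channel opened by trigger with iodide after compound preincubation; score built on the fluorescence ratio of max minus min over baseline; more negative score means more quench and so TMEM16A activation or potentiation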
MrgX1 agonist = activates human MrgX1 receptor signaling; Q96LB2; MrgX1-HEK293 cells, Fluo-4 calcium fluorescence, agonist mode; stronger effect = higher value; B-score at 10 µM; 0.44% of 310,000 active; AID 588627;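 active means calcium response B-score plate-corrected fluorescence ratio at least 3 library SD, with starting fluorescence B-score inside 5 SD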
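Test system: HEK293 cells stably expressing human MrgX1 receptor; amount: 15,000 cells per well; doses: compound delivered in addition one of three; times: overnight plating before 1 h dye loading; detection: Fluo-4 NW calcium-flux fluorescence, kinetic read; read-out basis: B-scored fluorescence response ratio; controls: positive and negative controls per plate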
TRPC6 act = activates the mouse TRPC6 cation channel | HEK293-TRPC6 membrane potential dye fluorescence; stronger effect = higher value | B-score at 10 µM | 0.13% of 310,000 active | AID 2550 | Q61143;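 active means B-score of the integrated fluorescence ratio above library mean plus 3 SD, and starting fluorescence ratio within library mean plus 5 SD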;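 further: higher score means more depolarization so channel activation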
Active calls of the source: *; i = inactive; nt = not tested or not shown. Rows are unselected; 6.7% or so of the library scored in one or more.

SMILES	SKKanGAS inh	MrgX1 antag	MrgX1 PAM	HDAC3 inhib	TRPC6 inhibitor	RGS4 pot	RGS4 inh	TMEM16A inh	ANO1 activ	MrgX1 agonist	TRPC6 act
Cc1ccc(-n2ncc3c(NCCCOC(C)C)ncnc32)c(C)c1	-7	i	i	-5	i	i	i	i	i	i	i
CCn1nc(C)c(/C=N/NC(=O)c2c[nH]c3ccccc23)c1C	-1	i	i	-1	i	i	i	i	i	i	i
COc1ccc(CNC(=O)C2CCCN2S(=O)(=O)c2ccc(C)cc2)cc1 (centres undefined)	6	i	i	3	i	i	i	i	i	i	i
CCc1nc(SCC(=O)OC(C)C)c2ccccc2n1	8	i	i	7	i	i	i	i	i	i	i
O=S(=O)(/N=C(/Nc1ccccn1)c1ccccc1)c1ccccc1	-3	i	i	5	i	i	i	i	i	i	i
COC(=O)c1ccccc1-c1ccc(/C=C2\C(=O)N(c3ccccc3)N=C2c2ccccc2)o1	8	i	i	-6	i	i	i	i	i	i	i
COc1ccc(NC(=S)NC(=O)c2cncc(Br)c2)cc1	7	i	i	0	i	i	i	i	i	i	i
O=C(c1cccc(S(=O)(=O)N2CCOCC2)c1)N1CCN(Cc2ccc3c(c2)OCO3)CC1	2	i	i	-2	i	i	i	i	i	i	i
COCCCNS(=O)(=O)c1ccc(Oc2ncc(C(F)(F)F)cc2Cl)cc1	-9	i	i	4	i	i	i	i	i	i	i
CCn1c(CCCCc2n[nH]c(=S)n2CC)n[nH]c1=S	-12	i	i	3	i	i	i	i	i	i	i
COc1ccc2ccccc2c1-c1sc(Nc2ccccc2)n[n+]1-c1ccc(F)cc1	-1	-5.9*	i	2	i	i	i	100*	i	i	i
Cn1c(C(=O)N2CCC(C(=O)N3CCOCC3)CC2)cc2sccc21	5	i	i	3	i	i	i	i	i	i	i
C#CCNC(=O)C1=C[C@@H](c2coc3ccccc3c2=O)[C@H](CCCO)[C@@H](OCC)O1	0	i	i	1	i	i	i	i	i	i	i
COc1ccc(C(=O)Nc2ccccc2C(=O)N2CCCCCC2)cc1OC	-5	i	i	0	i	i	i	i	i	i	i
O=c1[nH]c(C2CCN(S(=O)(=O)c3ccc([N+](=O)[O-])cc3)CC2)nc2c1nnn2Cc1ccccc1	4	i	i	2	i	i	i	i	i	i	i
O=C(Nc1ccc2c(c1)OCCO2)c1ccccc1F	1	i	i	1	i	i	i	i	i	i	i
Cc1cc2c(NS(=O)(=O)c3ccc(F)cc3)cccc2nn1	6	i	i	-1	i	i	i	i	i	i	i
CCOC(=O)N1CCN(S(=O)(=O)c2ccc(OCC)c(C)c2)CC1	-5	i	i	-1	-9.9*	i	i	i	i	i	12*
CN1CC[C@]2(CCN3CCc4c(oc5ccccc45)[C@@H]3C2)N(C)C1=O	nt	i	i	-10	nt	nt	nt	i	i	i	nt
N#Cc1cccc(NC(=O)NCCc2c[nH]c3ccccc23)c1	-11	i	i	-12	i	i	i	i	i	i	i
CC(=O)/C=C(\C)Nc1ccc(-c2cnc(-c3ccccc3)o2)cc1	-3	i	i	-154	i	i	i	i	i	i	i
CC(NC(=O)c1ccc(N2CCNCC2)c([N+](=O)[O-])c1)C12CC3CC(CC(C3)C1)C2 (centres undefined)	0	i	6.7*	0	i	i	i	i	nt	i	i
CCOc1ccc(S(=O)(=O)NCCC(=O)NCC(c2cccs2)N2CCOCC2)cc1 (centres undefined)	7	i	i	-5	i	i	i	i	i	i	i
O=C(c1ccc(Cl)cc1)N1C2C=CC(C2)C1(C(F)(F)F)C(F)(F)F (centres undefined)	-1	i	i	1	i	i	i	i	i	i	i
CC/C(Cc1ccccc1)=N/NC(=O)c1cccc(Br)c1	4	i	i	6	i	i	i	i	i	i	i
COc1cc(/C=C/C(=O)N2CCN(C)CC2)cc(S(=O)(=O)N2CCc3ccccc32)c1OC	-16	i	i	-4	i	i	i	i	i	i	i
COC(=O)c1ccccc1NS(=O)(=O)c1ccc(F)cc1	-2	i	i	-3	i	i	i	i	i	i	i
COCCCN1C(=O)C(O)=C(C(C)=O)C1c1cccc(F)c1 (centres undefined)	-2	i	i	-13	i	i	i	i	i	i	i
Cc1cc2c(c(SCC(=O)NCCc3ccccc3)n1)C(=O)OC2	-4	i	i	1	i	i	i	i	i	i	i
COc1ccc2cc(-c3[nH]ncc3CNCCn3nc(C)cc3C)ccc2c1	-7	i	i	-1	i	i	i	i	i	i	i
CC(=O)Nc1sc2c(c1C(c1ccccc1Cl)N1CCN(CCO)CC1)CCCC2 (centres undefined)	-1	i	i	7	i	-7.5*	i	i	i	i	i
COc1ccc(C(=O)Nc2cc(-c3nn4c(C)nnc4s3)ccc2C)cc1	-7	i	i	-2	i	i	i	i	i	i	i
CC(C)(C)C(=O)Nc1cccc(-c2nc3ccccc3[nH]2)c1	-6	i	i	4	i	i	i	i	i	i	i
COc1cccc(OCCn2c(C)c(/C=N/n3cnnc3)c3ccccc32)c1	-7	i	i	7	i	i	i	i	i	i	i
N#Cc1ccc2nc3c(nc2c1)CCCC3	4	i	i	-8	i	i	i	i	i	i	i
Cc1cccc(C)c1NC(=O)CSc1nnc(-c2ccoc2C)n1CCc1ccccc1	-10	i	i	-13	i	i	i	i	i	i	i
Cc1ccc2cc(CCNC(=O)c3cccs3)c(=O)[nH]c2c1	nt	i	i	4	nt	nt	nt	i	i	i	nt
COc1ccc(OC)c(NC(=O)Nc2ccc(Cl)cc2)c1	6	i	i	-6	i	i	i	i	i	i	i
Cc1csc(C(C#N)C(=O)c2cc3ccccc3o2)n1 (centres undefined)	23	i	i	2	i	i	i	25*	i	i	i
COC(=O)C1=C(C)n2nnnc2NC1c1ccc(Cl)cc1 (centres undefined)	-1	i	i	0	i	i	i	i	i	i	i
CC(=O)C1=C(C)NC(=O)CC1c1ccccc1Cl (centres undefined)	-11	i	i	6	i	i	i	i	i	i	i
C1COCCNCCOCCOCCOCCN1	-1	i	i	2	i	i	i	i	i	i	i
O=C(Nc1nnc(-c2ccccc2)o1)Nc1ccc(F)cc1F	-4	i	i	-3	i	i	i	i	i	i	i
COc1ccc2oc(C)c(NC(C)=O)c2c1	-12	i	i	1	i	i	i	i	i	i	i
CCOC(=O)c1c(NC(=O)C(F)(OC)C(F)(F)F)sc2c1CCN(C)C2 (centres undefined)	5	i	i	4	i	i	i	i	i	i	i
COc1ccc(OCc2cc(C(=O)N(C)CC3CCCCO3)no2)c(Cl)c1 (centres undefined)	18	i	i	3	i	i	i	i	i	i	i
COc1ccccc1-c1nnc(SCC(=O)NC2CCCCC2)n1C	1	i	i	2	i	i	i	i	i	i	i
Cc1ccc(NC(=O)C2CCCO2)c(Br)c1 (centres undefined)	-1	i	i	-2	i	i	i	i	i	i	i
Cc1nc2c3ccccc3n(Cc3ccccc3F)c2s1	38	i	i	8	i	i	i	i	i	i	i
Nc1cc2c3c(cccc3c1)C(=O)N(CCN1CCCC1)C2=O	-1	-4.7*	i	2	i	i	i	i	i	i	i
CC(=Nc1ccccc1)C1=C(O)CSC1=O	4	i	i	2	i	i	i	i	i	i	i
CN(CC(CC(=O)Nc1nncs1)c1ccccc1)S(=O)(=O)c1ccccc1 (centres undefined)	-1	i	i	3	i	i	i	i	i	i	i
Cc1ccc(C2/C(=C(\O)c3cnn(-c4ccccc4)c3C)C(=O)C(=O)N2CCN(C)C)o1 (centres undefined)	-2	i	i	0	i	i	i	i	i	i	i
S=c1[nH]nc(-c2n[nH]c3c2CCC3)n1/N=C/C=C/c1ccco1	4	i	i	0	i	-9.1*	i	i	i	i	i
COc1ccc(CN2CCN(Cc3cccc(OC)c3)C(CCO)C2)cc1 (centres undefined)	-5	i	i	7	i	i	i	i	i	i	i
COC(=O)C1=C(C)N(c2cccc(C)c2)C(=O)/C1=C\c1cccs1	-21	i	i	2	i	i	i	i	i	i	i
COc1cc2nc(CN3CCOCC3)n(CC(=O)NCC(F)(F)F)c(=O)c2cc1OC	-16	i	i	-1	i	i	i	i	i	i	i
CSCCC(NS(=O)(=O)c1ccc(Cl)c(Cl)c1)C(=O)O (centres undefined)	-4	i	i	4	i	i	i	i	i	i	i
O=[N+]([O-])c1ccc(N2CCN(S(=O)(=O)Cc3ccccc3)CC2)cc1N1CCOCC1	0	i	i	-1	i	i	i	i	i	i	i
CCCCCCOC(=O)c1ccc(N)cc1	9	i	i	7	-5.5*	i	i	i	i	i	i
(listing goes on)
SMILES	SKKanGAS inh	MrgX1 antag	MrgX1 PAM	HDAC3 inhib	TRPC6 inhibitor	RGS4 pot	RGS4 inh	TMEM16A inh	ANO1 activ	MrgX1 agonist	TRPC6 act
COc1nc(-c2ccc(Cl)cc2)nnc1C	6	i	i	-2	i	i	i	i	i	i	i
COC(=O)C(CC(C)C)NC(=O)c1cccs1 (centres undefined)	nt	i	i	-4	i	i	i	i	i	i	i
O=C(CSc1nnc(SCc2cccc3ccccc23)s1)N=Nc1c(O)[nH]c2ccccc12	nt	i	i	0	nt	nt	nt	i	nt	i	nt
O=C(CC1S/C(=N/N=C/c2ccco2)NC1=O)Nc1ccccc1 (centres undefined)	-1	i	i	1	i	i	i	i	i	i	i
Cc1cc(Br)ccc1OCCN1CC(C)OC(C)C1 (centres undefined)	-7	i	i	-6	i	i	i	i	i	i	i
COc1c(F)c(F)c(C(=O)Nc2ccc(N3CCN(Cc4ccccc4)CC3)cc2)c(F)c1F	-5	i	i	18	i	i	i	i	i	i	i
Clc1c2c(nc3ccccc13)CCC2	0	i	i	-3	i	i	i	i	i	i	i
COc1ccc(CNC(=O)c2ccc[nH]2)cc1	1	i	i	4	i	i	i	i	i	i	i
O=[N+]([O-])c1cccc(S(=O)(=O)c2cccc([N+](=O)[O-])c2)c1	-6	i	i	-1	i	i	i	i	i	i	i
CC(=O)NCCc1nc2cc(NC(=O)Nc3ccccc3)ccc2n1C	0	i	i	-4	i	i	i	i	i	i	i
O=C(O)CCC1=C2c3ccccc3CCN2C(=O)CC1	-4	i	i	-1	i	i	i	i	i	i	i

From PubChem BioAssay
